# Screening data as filed in PubChem.
# CHT PAM = allosteric activators of human choline transporter CHT; hit rate 0.49% among 310,000; CHT-expressing cells, membrane potential dye, choline EC20; hits give high values; LV-AA mutant CHT in HEK293 cells; Q9GZV3; B-score at 10 µM; AID 488977;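 active = initial fluorescence not abnormally high and integrated response B-score, plate-corrected, over 3 SD above library mean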
# Target sequence (Q9GZV3 whole entry, looked up): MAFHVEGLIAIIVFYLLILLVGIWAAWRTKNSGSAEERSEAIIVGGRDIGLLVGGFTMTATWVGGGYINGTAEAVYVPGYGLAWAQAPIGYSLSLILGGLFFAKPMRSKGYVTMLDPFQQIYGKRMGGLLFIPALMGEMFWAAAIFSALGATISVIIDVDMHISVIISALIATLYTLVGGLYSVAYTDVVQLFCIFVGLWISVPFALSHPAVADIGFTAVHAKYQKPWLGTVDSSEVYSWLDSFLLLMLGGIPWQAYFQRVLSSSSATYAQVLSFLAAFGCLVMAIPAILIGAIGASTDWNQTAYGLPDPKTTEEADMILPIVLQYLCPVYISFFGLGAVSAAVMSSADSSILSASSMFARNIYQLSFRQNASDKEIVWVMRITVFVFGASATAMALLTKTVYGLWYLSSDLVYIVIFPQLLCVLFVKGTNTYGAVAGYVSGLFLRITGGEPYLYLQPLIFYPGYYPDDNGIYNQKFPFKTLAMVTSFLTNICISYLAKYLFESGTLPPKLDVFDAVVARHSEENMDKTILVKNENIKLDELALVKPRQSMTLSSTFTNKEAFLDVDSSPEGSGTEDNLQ
# CHT block = inhibitors of human choline transporter CHT | AID 488975 | hit rate 0.86% among 310,000 | CHT-expressing cells, membrane potential dye, choline response; hits give low values | B-score at 10 µM;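 active = B-score over 3 SD under the library average, and starting fluorescence ratio not unusually high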;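 note: choline stimulus applied at its EC90 after an EC20 pre-addition; B-score computed on integrated fluorescence ratio after choline addition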
# Active calls of the source: *; i = inactive.
no.	SMILES	CHT PAM	CHT block
1	O=S(=O)(c1ccc2c(c1)OCCO2)N1CCN(c2nc3ccccc3s2)CC1	i	i
2	CC(C)(C)C(=O)NC1CCN(S(C)(=O)=O)CC1	i	i
3	CC(C)CN(C(=O)CN1CCCCCC1)c1c(N)n(CC(C)C)c(=O)[nH]c1=O	i	i
4	CC(C)c1cc(C(C)C)c(S(=O)(=O)N2c3ccccc3[C@@]3(Br)C[C@H]4C(=O)N[C@@H](Cc5ccccc5)C(=O)N4[C@@H]23)c(C(C)C)c1	i	i
5	Cc1cc(C)c2c(N)c(C(=O)c3cccc(Cl)c3)sc2n1	i	i
6	O=C(Nc1nccs1)C1CCCN(S(=O)(=O)c2cccnc2)C1 (centres undefined)	i	i
7	CCOC(=O)Cc1csc(NC(=O)C(C)(C)C)n1	i	i
8	COCCn1nnnc1C(c1ccc(C(F)(F)F)cc1)N1CCOCC1 (centres undefined)	i	i
9	O=C(Nc1cc([N+](=O)[O-])ccc1N1CCCC1)c1ccccc1	i	i
10	COC(=O)c1sc(NC(=O)COc2ccccc2)nc1C	i	i
11	Nc1nc(Cl)nc2c1ncn2[C@@H]1O[C@H](CO)[C@@H](O)[C@H]1O	i	-5.81*
12	Cc1ccc(-c2nc3c(c(SCC(=O)N4CCOCC4)n2)COC(C)(C)C3)cc1	i	i
13	CCN1CSC(=S)N(Cc2ccccc2)C1	i	i
14	CCOC(=O)C1CCCN(c2c(NCCN3CCCCC3CC)c(=O)c2=O)C1 (centres undefined)	i	i
15	CC[n+]1c(/C=C(/C)SC)sc2ccccc21	6.85*	i
16	CN(Cc1nccn1C)C(=O)c1ccc(OC2CCN(CCc3ccccc3)CC2)cc1	i	i
17	Cc1ccc(C(=O)N/C(=C\c2ccccc2)C(=O)NCCCn2ccnc2)cc1	i	i
18	CSCC[C@H](NC(=O)C1CCC(CNC(=O)[C@@H]2CCCN2C(=O)OC(C)(C)C)CC1)C(=O)O (some centres undefined)	i	i
19	COc1cccc(OC)c1OCCN1CCN(C(=O)c2ccco2)CC1	i	i
20	Cc1ccc(C2=NN=C(NC(=O)CSc3nc(C)cc(C)n3)SC2)cc1	i	i
21	COCc1nnc(NC(=O)COc2ccc3c(c2)OCO3)s1	i	i
22	CC(CC(C)C(=O)N1CCOCCN(C(=O)C(C)CC(C)C(=O)O)CCOCC1)C(=O)O (centres undefined)	i	i
23	COc1cccc(C(=O)N2CCN(Cc3nc(CC4CC4)no3)CC2)c1	i	i
24	COCCCn1cc(C(=O)c2cc(OC)ccc2OCC(=O)N2CCCCC2C)cc(C#N)c1=O (centres undefined)	i	i
25	Clc1cccc(Cl)c1/C=C/c1ccn[nH]1	i	i
26	O=S(=O)(c1cnc(Cl)c(Cl)c1)N1CCc2ccccc21	i	i
27	O=C(Nc1ccccn1)C1(c2ccccc2)CCCC1	i	i
28	CC(C)C(NC(=O)c1cccc(S(=O)(=O)N2CCOCC2)c1)C(=O)NCCc1ccccn1 (centres undefined)	i	i
29	CCc1cccc(C)c1N(C(=O)Cn1c(COC)nc2ccccc21)C(C)COC (centres undefined)	i	i
30	O=C(Nc1ccc2nc3n(c(=O)c2c1)CCCCC3)C(=O)N1CCN(c2ccccc2F)CC1	i	i
31	Cc1ccccc1CNC(=O)CN(c1cccc([N+](=O)[O-])c1)S(C)(=O)=O	i	i
32	Cc1cc(C(=O)NC2CCCCC2C)c2ccccc2n1 (centres undefined)	i	i
33	COc1ccccc1-c1noc(-c2ccccc2)n1	i	i
34	Cn1nc(OC(=O)Nc2cccc(Cl)c2)cc1C(F)(F)F	i	i
35	O=C(NC1CCCCC1)c1ccc2snnc2c1	i	i
36	CCOc1ccc(-n2cccc2C=O)cc1	i	i
37	O=C(NCc1ccccc1)C(c1ccc(F)cc1)N(C(=O)c1csnn1)c1ccccc1 (centres undefined)	i	i
38	Oc1ccccc1-c1cc(-c2ccc(F)cc2)n[nH]1	i	i
39	CCc1noc(C)c1C(=O)N1CCCC1	i	i
40	CCOC(=O)c1cnc2nc[nH]n2c1=O	i	i
41	COc1ccc(-c2nc(CSCC(=O)N3CCc4ccccc43)c(C)o2)cc1OC	i	i
42	Cc1cc(=O)c2ccccc2[nH]1	i	i
43	COCCn1c(NCc2ccc(C)cc2)nc2c1c(=O)[nH]c(=O)n2C	i	i
44	Cc1c(NC(=O)c2ccc(N(C)S(=O)(=O)c3ccccc3)cc2)c(=O)n(-c2ccccc2)n1C	i	i
45	Cc1cc(NC(=O)CCCN2C(=O)c3cccnc3C2=O)ccc1Br	i	i
46	Cn1c(C(=O)N2CCCC(C(=O)NCCCSC3CCCCC3)C2)cc2sccc21 (centres undefined)	i	i
47	CCC(C)NC(=O)c1cn(C)c(=O)c2cc(OC)c(OC)cc12 (centres undefined)	i	i
48	O=C(CSc1nnnn1-c1ccccc1)Nc1ncc(Cc2ccccc2Cl)s1	i	i
49	O=C(O)c1ccc(NC(=O)C2C3CCC(C3)C2C(=O)O)cc1 (centres undefined)	i	i
50	Cc1cccc(NC(=O)C2Cc3ccccc3O/C2=N\O)c1 (centres undefined)	i	i
51	Cc1ccc(C(=O)N(Nc2nc3ccccc3s2)C(=O)c2ccc(C)cc2)cc1	i	i
52	COc1ccc2cc(C(=O)C3CCCN(C(=O)c4csnn4)C3)ccc2c1 (centres undefined)	i	i
53	CSc1nc(NNC=O)cc(Oc2ccc(NC(C)=O)cc2)n1	i	i
54	Cc1c(C(=O)N/N=C/c2ccoc2)cccc1[N+](=O)[O-]	i	i
55	COc1cc(C(=O)NCc2nnc(SCC(=O)N3CCOCC3)o2)cc(OC)c1OC	i	i
56	CCOC(=O)C1=C(C)N(C)C(C)=C(C(=O)OCC)C1c1ccc(Cl)cc1	i	i
57	Cc1cccc2c1-c1sc(C(=O)Nc3ccccc3N3CCN(C)CC3)cc1CO2	i	i
58	CCOc1ccc(S(=O)(=O)N2CCN(C(=O)c3ccncc3)CC2)cc1	i	i
59	CCC(=O)c1c[nH]c(C(=O)NCc2ccccc2OC)c1	i	i
60	CN1CCC(N(C)CC(C)(C)NS(=O)(=O)c2ccccc2)CC1	i	i

# Single records, from the list above. Values in the order: CHT PAM | CHT block
# Shown for Cc1c(NC(=O)c2ccc(N(C)S(=O)(=O)c3ccccc3)cc2)c(=O)n(-c2ccccc2)n1C : i | i
# Shown for COc1ccc(-c2nc(CSCC(=O)N3CCc4ccccc43)c(C)o2)cc1OC : i | i
# Shown for CCC(=O)c1c[nH]c(C(=O)NCc2ccccc2OC)c1 : i | i
# Shown for CCC(C)NC(=O)c1cn(C)c(=O)c2cc(OC)c(OC)cc12 (centres undefined) : i | i
# Shown for Cn1c(C(=O)N2CCCC(C(=O)NCCCSC3CCCCC3)C2)cc2sccc21 (centres undefined) : i | i

# Filtered by structure, those above with a thiophene ring, fused or not
no.	SMILES	CHT PAM	CHT block
5	Cc1cc(C)c2c(N)c(C(=O)c3cccc(Cl)c3)sc2n1	i	i
46	Cn1c(C(=O)N2CCCC(C(=O)NCCCSC3CCCCC3)C2)cc2sccc21 (centres undefined)	i	i
57	Cc1cccc2c1-c1sc(C(=O)Nc3ccccc3N3CCN(C)CC3)cc1CO2	i	i

# Further compounds follow.
no.	SMILES	CHT PAM	CHT block
61	O=C(c1ccc(F)cc1)C1CCN(CCn2c(=S)[nH]c3ccccc3c2=O)CC1	i	i
62	Cc1cc(SCC(=O)Nc2ncc(Cl)cc2Cl)nc2ccccc12	i	i
63	Nc1nc(N)c2[nH]cnc2n1	i	i
64	CNc1ccc(S(=O)(=O)NCC(=O)NCCCc2ccccc2)cc1[N+](=O)[O-]	i	i
65	Cc1ccccc1CNCCCSc1ncccn1	i	i
66	COc1ccc2c(=O)c3c(=O)n(Cc4ccco4)c(-c4ccccc4)nc3oc2c1	i	i
67	COc1cc(C(=O)Sc2ccc(C)cc2)cc(OC)c1OC	i	i
68	O=c1c2ccccc2cnn1Cc1n[nH]c(=S)n1-c1ccc(Cl)cc1Cl	i	i
69	CN(C)S(=O)(=O)c1cccc(NC(=O)CCc2c[nH]c3ccccc23)c1	i	i
70	COc1ccc(N2CCN(C(=O)c3oc4c(c3C)C(=O)CCC4)CC2)cc1	i	i
71	CC(=O)c1cccc(NS(=O)(=O)c2cc(OCC(N)=O)c(C)cc2Cl)c1	i	i
72	O=C(CC1Nc2ccccc2NC1=O)NCCc1ccccc1 (centres undefined)	i	i
73	CC1(C)c2[nH]c3ccccc3c2C[C@@H]2C(=O)N(Cc3ccco3)C(=O)N21	i	i
74	CCOc1ccccc1NC(=O)CN(c1ccc(Cl)cc1)S(C)(=O)=O	i	i
75	O=C1C(=O)N(CCCN2CCOCC2)C(c2ccc([N+](=O)[O-])cc2)/C1=C(\O)c1ccc2c(c1)OCCO2 (centres undefined)	i	i
76	OCCN1CCN(C(=S)Nc2cccc(C(F)(F)F)c2)CC1	i	i
77	COc1ccc(-c2oc(NC(=O)CCl)c(C#N)c2-c2ccc(OC)cc2)cc1	i	i
78	COc1ccc(NC(=O)COc2coc(CN3CCc4ccccc4C3)cc2=O)cc1	i	i
79	O=C1C2CCCN2c2ccc(S(=O)(=O)N3CCOCC3)cc2N1Cc1cccc(C(F)(F)F)c1 (centres undefined)	i	i
80	CN(C)c1ccc(/C=N/NC(=O)CN2CCCCC2)cc1Br	i	i
81	CCc1ccc(Nc2nnc(SCC(=O)Nc3sccc3C(N)=O)s2)cc1	i	i
82	Cc1cc(N2CCN(c3ccccc3)CC2)n2c(n1)nc1ccccc12	i	i
83	O=C(Cc1c2ccccc2nc2ccccc12)c1ccccc1	i	i
84	OCc1ccc(O)c2ncccc12	i	i
85	C(=N\n1c2ccccc2c2ccccc21)/c1ccccc1	i	i
86	CCC(=O)N1N=C(c2ccc(NS(C)(=O)=O)cc2)CC1c1ccc(N(C)C)cc1 (centres undefined)	i	i
87	NC(=O)C(c1ccccc1)C1CCCC1 (centres undefined)	i	i
88	Cc1nc2ccccc2n1CC(O)COc1ccc(Br)cc1 (centres undefined)	i	i
89	O=C(CN1CCN(c2ccccn2)CC1)Nc1ccccc1Br	i	i
90	Cc1ccccc1-c1nc(CN2CCC(C(=O)NCC3CCCO3)CC2)c(C)o1 (centres undefined)	i	i
91	O=C(COC(=O)Cc1cccc(C(F)(F)F)c1)NC1CC1	i	i
92	COc1ccc(CCNC(=O)CSc2ccc(-c3cccs3)nn2)cc1	i	i
93	C/C(=N\NC(=S)NC(C)C)c1ccc(Cl)c([N+](=O)[O-])c1	i	i
94	NC(=O)C1CCN(C(=O)C(=O)c2cn(CC(=O)N3CCCCCC3)c3ccccc23)CC1	i	i
95	COc1cc(NC(=S)NCCN2CCOCC2)cc(OC)c1OC	i	i
96	O=C(CNC(=O)c1ccc(Br)o1)NNC(=O)c1ccccc1F	i	i
97	CCCCNC(=O)COC(=O)c1cc(S(=O)(=O)N2CCCCCC2)ccc1OC	i	i
98	CCOC(=O)NC(NC(=S)Nc1ccccc1[N+](=O)[O-])C(Cl)(Cl)Cl (centres undefined)	i	i
99	COc1ccc(CNc2cc(C)cc(C)c2)cc1OC	i	i
100	CCN(C(=O)COC(=O)c1cc([N+](=O)[O-])ccc1N1CCOCC1)C1CCS(=O)(=O)C1 (centres undefined)	i	i
101	CCOn1c(=O)c(=O)n(O)c2ccccc21	i	i
102	CCOc1ccc(NC(=O)CSc2nnnn2C2CCCC2)cc1	i	i
103	CCN(CC)CCN1C(=O)C(=O)/C(=C(/O)c2ccc(S(=O)(=O)N3CCOCC3)cc2)C1c1ccc(Cl)cc1 (centres undefined)	i	i
104	COCCn1c(=N)c(S(=O)(=O)c2ccc(Br)cc2)cc2c(=O)n3ccccc3nc21	i	i
105	CCCCCCCCCc1nc(N)n[nH]1	i	i
106	O=C(Cc1ccccc1F)Nc1nc(-c2ccc(F)c(F)c2)cs1	i	i
107	Cc1cccc(/C(N)=N/OC(=O)CCCc2ccccc2)c1	i	i
108	CCOc1c(N2CCOCC2)c(=O)c1=O	i	i
109	O=C(Nc1ccnn1C1CCN(C2CCC2)CC1)c1ccccc1	i	i
110	O=C(CN1CCC(n2nnc3cc(C(F)(F)F)ccc32)CC1)NCc1cccs1	i	i
111	O=c1oc(-c2ccccc2NS(=O)(=O)c2ccc(F)cc2)nc2ccccc12	i	i
112	COc1ccc(-c2nc(C#N)c(NCc3ccc(F)cc3)o2)cc1OC	i	i
113	CN1C(=O)/C(=C/c2ccco2)SC1=Nc1ccc(N2CCOCC2)cc1	i	i
114	COc1ccc2cc3[n+](cc2c1OC)CCc1cc2c(cc1-3)OCO2	i	i
115	Cn1c(=O)[nH]c(=O)c2c1nc(NCCCn1ccnc1)n2Cc1ccc(F)cc1	i	i
116	CCCCC[C@H](O)/C=C/[C@H]1[C@H](O)CC(=O)[C@@H]1CCCCCCC(=O)O	i	i
117	CCc1cc(C(=O)Nc2ccc(C)cc2Br)cs1	i	i
118	Cc1cc(C)cc(NC(=O)C2CCCN2C(=O)Oc2ccccc2)c1 (centres undefined)	i	i
119	CCOC(=O)C1=C(C)NC(C)=C(C(=O)OCC)C1C(=O)OCC(=O)NC	i	i
120	Cc1cc(C)c2c(c1)OC(O)(C(F)F)CC2=O (centres undefined)	i	i

# (more compounds)
no.	SMILES	CHT PAM	CHT block
121	CCNC(=S)N1CCc2cc(OC)c(OC)cc2C1COc1ccccc1OC (centres undefined)	i	i
122	Brc1ccc(-c2csc(N3CCOCC3)n2)cc1	i	i
123	O=C(CSc1ccsc1[N+](=O)[O-])N1CCN(c2ccccc2)CC1	i	i
124	Cc1ccc(OCCCC(=O)N2CCN(S(=O)(=O)c3cccc(F)c3)CC2)cc1	i	i
125	O=C(CC(Cc1ccccc1)C(=O)O)Nc1ccc(Cl)c(Cl)c1 (centres undefined)	i	i
126	COc1ccccc1NC(=O)CCSc1nc(C)cs1	i	i
127	O=C(CCc1c[nH]c2ccccc12)NCc1cccc(Cl)c1	i	i
128	COC(=O)c1ccc(C)c(NC(=O)c2ccc(Cn3cc([N+](=O)[O-])cn3)o2)c1	i	i

# Laid out differently: results already given
# Each structure is followed by: CHT PAM | CHT block
125. O=C(CC(Cc1ccccc1)C(=O)O)Nc1ccc(Cl)c(Cl)c1 (centres undefined)
  i | i
126. COc1ccccc1NC(=O)CCSc1nc(C)cs1
  i | i
